# IMP-1 inhibitor = inhibitors of Pseudomonas aeruginosa IMP-1 metallo-beta-lactamase. purified IMP-1, nitrocefin hydrolysis, epi-absorbance fluorescence. inhibition, % at 5.6 µM. actives 0.45% (n = 290,000). AID 1556;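 active = inhibition above the mean plus 3 SD of all compounds in the same screening run, cut at about 4.5% in these data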;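 note: 0% = IMP-1 with DMSO and 100% = DMSO wells lacking enzyme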
#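 system = purified recombinant IMP-1 beta-lactamase | amount = 0.2 nM IMP-1, as dispensed | medium = HEPES buffer pH 7.1 with ZnSO4 and Brij 35 | times = 25 °C, 15 min preincubation, 25 min reaction | detection = plate fluorescence quenching by hydrolysis product, ex 480/em 530 nm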
# DNA FID counter = counter-screen for HCV NS3 helicase inhibitors: DNA intercalator displacement | DNA fluorescent intercalator displacement, fluorescence | inhibition, % at 7.9 µM | actives 0.17% (n = 290,000); in the data active = inhibition above about 37%;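 note: 0% = vehicle and 100% = reference compound; higher means more ethidium bromide displaced from hairpin DNA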
# SUMO HTRF inh = blocks human SUMOylation mediated by UBC9 | P63279 | HTRF SUMOylation assay, SAE1/SAE2 + UBC9, in vitro | inhibition, % at 35 µM | actives 0.36% (n = 290,000); in the data active = inhibition above about 50%, passing the limit was not always enough; note: strong numbers were not always called active
# PfM18AAP inh = blocks P. falciparum M18 aspartyl aminopeptidase; actives 1.2% (n = 290,000); inhibition, % at 7.35 µM; recombinant PfM18AAP, H-Glu-NHMec fluorogenic cleavage;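 active = inhibition above the campaign mean inhibition over all tested compounds plus 3 SD, cut at about 28% in these data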;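 note: 0% = plate median of test compound wells and 100% = 2 mM ZnCl2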
# pCIP destab = p/CIP protein destabilization. AID 1984. decrease of EGFP signal, % at 10 µM. actives 0.01% (n = 290,000). F442A p/CIP-EGFP cells, EGFP fluorescence, 16 h. Q05BA5;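 active = EGFP signal decrease of at least 30% at 10 µM or well 3 SD below plate mean, unless failing retest; inactive = the rest, including hits failing retest or dose response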; note: some compounds called inactive have numbers as strong as hits; many of its hits are not listed in these tables
# IDE cell inh = cellular human IDE inhibition. inhibition, % at 5.59 µM. HEK cells, FAbetaB cleavage, fluorescence polarization. AID 434962. P14735. actives 0.41% (n = 320,000);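 active = percent inhibition above the average of all tested compounds plus 3 SD, set per screening campaign, cut at about 16% in these data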;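 note: IDE supplied by intact live HEK cells; FP after avidin binding of uncleaved biotin substrate so inhibition keeps polarization high; 0% = DMSO wells and 100% = 60 µM reference IDE inhibitor Ii1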
# Target sequence (P14735 whole entry, looked up): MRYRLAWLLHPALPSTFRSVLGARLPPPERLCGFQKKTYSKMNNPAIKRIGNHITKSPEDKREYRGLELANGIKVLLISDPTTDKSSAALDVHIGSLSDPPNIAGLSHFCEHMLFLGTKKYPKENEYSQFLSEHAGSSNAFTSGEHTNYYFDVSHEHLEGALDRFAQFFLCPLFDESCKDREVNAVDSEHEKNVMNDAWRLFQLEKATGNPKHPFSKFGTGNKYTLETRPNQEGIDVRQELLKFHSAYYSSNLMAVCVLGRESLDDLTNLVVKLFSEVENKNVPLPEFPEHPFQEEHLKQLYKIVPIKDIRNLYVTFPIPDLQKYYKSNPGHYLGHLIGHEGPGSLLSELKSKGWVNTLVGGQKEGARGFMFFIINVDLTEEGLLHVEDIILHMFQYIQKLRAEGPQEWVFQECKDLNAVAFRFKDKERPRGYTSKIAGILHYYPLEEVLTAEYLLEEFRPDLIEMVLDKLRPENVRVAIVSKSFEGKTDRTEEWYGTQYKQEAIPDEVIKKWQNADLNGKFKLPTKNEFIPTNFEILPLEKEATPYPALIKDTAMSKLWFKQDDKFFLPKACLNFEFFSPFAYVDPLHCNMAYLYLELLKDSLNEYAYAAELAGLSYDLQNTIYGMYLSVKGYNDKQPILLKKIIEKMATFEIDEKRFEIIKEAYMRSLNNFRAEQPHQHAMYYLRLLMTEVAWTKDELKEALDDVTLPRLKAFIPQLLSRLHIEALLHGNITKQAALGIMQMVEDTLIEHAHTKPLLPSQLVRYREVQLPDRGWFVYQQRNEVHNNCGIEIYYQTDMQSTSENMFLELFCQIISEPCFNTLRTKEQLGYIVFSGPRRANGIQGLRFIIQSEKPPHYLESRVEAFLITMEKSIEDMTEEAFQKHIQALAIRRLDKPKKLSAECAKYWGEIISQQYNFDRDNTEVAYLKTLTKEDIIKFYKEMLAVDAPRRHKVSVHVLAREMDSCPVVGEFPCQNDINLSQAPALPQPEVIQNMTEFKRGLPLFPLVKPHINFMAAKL
# IDE cell activ = boosts human insulin-degrading enzyme activity in HEK cells; FAbeta-B cleavage, fluorescence polarization; 0% vehicle, 100% cell-free pure enzyme wells; activation, % at 5.96 µM; actives 0.073% (n = 340,000); AID 493087;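 active = activation above the mean of all tested compounds plus 3 SD, set per screening campaign, cut at about 17% in these data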
# HCV NS3 hel inh = blocks Hepatitis C virus NS3 helicase unwinding; NS3 helicase DNA unwinding, Cy5 molecular beacon fluorescence; inhibition, % at 10.9 µM; AID 1800; actives 0.56% (n = 290,000);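 active = inhibition above the mean of all tested compounds plus 3 SD, set per campaign, cut at about 35% in these data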;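 note: 0% = DMSO wells and 100% = thioflavine S control wells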
#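 System: Hepatitis C virus NS3 helicase domain fragment enzyme | Reagent: Annealed dual-labelled DNA beacon duplex, ATP-started | Compound dosing: 10.9 µM single point, 0.8% DMSO | Incubation: 1 h reaction at 25 °C, ATP-initiated | Technique: Cy5 fluorescence | Evaluation: Percent inhibition from t60/t0 fluorescence ratio | Benchmarks: Low DMSO, high thioflavine S at 110 µM | Replication: Singlicate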
# VIM-2 inh = inhibitors of Pseudomonas aeruginosa VIM-2 metallo-beta-lactamase. purified VIM-2, nitrocefin hydrolysis, epi-absorbance fluorescence. inhibition, % at 5.6 µM. actives 0.89% (n = 290,000);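 active = inhibition above the mean of all tested compounds plus 3 SD, cutoff set per screening run, cut at about 7.5% in these data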;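 note: red hydrolysis product quenches plate fluorescence so inhibitors raise well fluorescence; 0% = enzyme with DMSO and 100% = DMSO without enzyme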
# * hit, by the source's call; . = not tested or not shown. An unsorted share of the library; about 3.6% have a hit in one of these screens.
structure	SUMO HTRF inh	VIM-2 inh	pCIP destab	IDE cell activ	IDE cell inh	PfM18AAP inh	IMP-1 inhibitor	HCV NS3 hel inh	DNA FID counter
CNCCCOc1cc(C)cc(C)c1C	12.0	0.2	-4.0	9.2	3.3	-11.8	-4.0	-3.0	10.0
Nc1o[nH]c(=O)c1Cc1ccccc1	14.9	2.3	-1.0	0.8	.	-7.1	-1.9	9.0	-2.2
O=C(Nc1nccs1)c1ccc2ccccc2c1	-6.8	-2.4	3.0	0.0	-2.6	5.9	-3.8	-6.0	-2.6
Cc1csc(NC(=O)CN2C(=O)c3ccccc3C2=O)c1C(N)=O	10.5	-3.7	-5.9	.	-1.9	-0.6	-3.6	11.2	-1.0
COC(=O)CCCCCN1C(=O)NC(c2ccc(-c3ccccc3)cc2)C(C(=O)OCc2ccccc2)=C1C (stereo unspecified)	-13.2	-1.8	0.7	.	-3.3	1.6	0.6	2.9	-4.5
CN(C)S(=O)(=O)c1c(Cl)cccc1Cl	4.7	-1.8	-2.6	5.8	2.7	5.8	-0.1	10.9	-2.0
Cc1ccc(-n2c(=O)[nH]c3c(C(N)=O)nc(-c4ccc(C)o4)nc32)cc1	11.5	-2.4	-0.9	-2.2	6.6	8.0	-3.8	3.3	2.3
Cc1cc(N2CCN(S(=O)(=O)c3ccc(Br)cc3)CC2)n2ncnc2n1	15.7	0.9	2.9	4.1	2.3	23.6	-1.0	-12.7	-27.9
CCOC(=O)n1c(=O)n(Cc2ccc(F)cc2)c2ccccc21	5.8	-4.0	5.8	-4.8	-0.7	2.6	-3.2	3.4	-26.1
Cc1ccc(-c2c(C(=O)N/N=C/c3sccc3C)nnn2-c2nonc2N)cc1	-19.2	-3.0	-0.5	2.2	-0.8	-4.1	-0.8	-4.5	-25.9
O=C(NC1CCCCC1)c1cnn2c(C(F)(F)F)cc(-c3ccco3)nc12	29.8	4.5	-0.6	4.4	4.5	9.3	0.3	1.1	-18.5
COCCNc1nnc(SCC(=O)NNC(=O)c2ccccc2)s1	6.1	-0.4	2.9	-4.4	5.5	14.2	-1.8	0.9	8.6
CCOC(=O)C1CCCN(S(=O)(=O)c2ccc(OC)c3ccccc23)C1 (stereo unspecified)	-14.9	-0.9	-1.6	3.5	5.5	2.8	-2.7	-15.0	-19.0
Cc1nc(NCc2ccco2)c2c3c(sc2n1)CCC3	28.2	4.1	-12.1	-3.0	-5.2	15.2	-0.2	2.8	3.8
O=C(Nc1cc(=O)c2ccccc2o1)N1CCOCC1	6.1	-1.5	-2.9	6.8	1.2	3.8	-1.4	0.0	-8.4

# The list goes on:
structure	SUMO HTRF inh	VIM-2 inh	pCIP destab	IDE cell activ	IDE cell inh	PfM18AAP inh	IMP-1 inhibitor	HCV NS3 hel inh	DNA FID counter
CCCCn1c(=O)[nH]c(=O)c2c1nc(-c1ccc(-c3ccccc3Br)o1)n2CC	19.3	-2.2	-9.4	3.5	7.4	3.0	-1.9	15.6	-5.5
COc1ccc(CCC(=O)NNC(=O)Nc2cccc(Cl)c2)cc1	5.9	-6.3	-12.6	1.4	.	-1.6	-4.1	1.2	-9.0
O=C(CCl)NCCCCCCCCCNC(=O)CCl	10.4	-1.0	-11.4	-1.7	5.6	-9.5	-1.6	-5.0	-0.2
Cc1ccc(S(=O)(=O)N2CC(O)CC2C(=O)O)cc1 (stereo unspecified)	20.9	-2.9	-8.0	4.5	1.1	2.5	-3.8	7.1	0.5
Brc1ccc(OCc2nnc(SCC3CCCCC3)o2)cc1	-24.2	-5.4	2.1	3.8	-1.4	6.0	-1.5	3.5	2.9
CCCN1C2=NCCN2c2cc(C)c(C)cc21	11.5	-2.0	-5.4	4.6	4.3	-2.4	-5.0	0.9	2.5
COc1ccccc1CNC(=O)c1ccccc1NC(=O)C1=C(C)OCCS1	0.2	-1.1	-0.3	4.6	6.8	-0.5	-3.6	-6.3	-30.3
Cc1sccc1/C=N/NC(=O)c1cccc2ccccc12	19.6	-3.3	0.4	1.5	4.9	-6.0	-3.5	4.0	-3.7
Cc1ccc(NC(=S)NNC(=O)c2c([N+](=O)[O-])c(C)nn2C)cc1	-1.1	-3.3	-13.8	-1.6	0.1	3.7	-4.8	3.9	-9.7
Nn1cnnc1SC1CCCCC1NS(=O)(=O)c1ccccc1 (stereo unspecified)	2.9	-3.0	-6.5	1.8	1.2	4.8	-5.2	-0.8	0.1
Cc1c(=O)n(OCc2ccc(Cl)cc2)c2ccccc2[n+]1[O-]	22.3	3.3	0.7	2.2	1.8	-4.9	4.1	-9.8	-0.2
O=C(COC(=O)C1CCN(S(=O)(=O)c2cc([N+](=O)[O-])ccc2Cl)CC1)Nc1ncc(Cl)cc1Cl	-7.5	-1.9	5.1	2.8	3.5	5.1	-2.5	7.5	-19.0
COc1cc2ncnc(NCc3ccccc3)c2cc1OC	-10.2	1.6	-2.1	-6.2	7.7	4.9	-0.8	-3.4	11.2
Cc1ccc(CNC(=O)c2ccc(Cn3nc(C)cc3C)o2)cc1	9.3	-2.4	-6.3	1.3	2.5	5.7	-1.9	2.0	-43.6
Cc1ccccc1N=C1NC(=O)/C(=C/c2cccn2C)S1	5.2	-4.0	-0.2	-7.0	12.9	4.2	-3.8	5.1	-15.8

# Continuation:
structure	SUMO HTRF inh	VIM-2 inh	pCIP destab	IDE cell activ	IDE cell inh	PfM18AAP inh	IMP-1 inhibitor	HCV NS3 hel inh	DNA FID counter
S=c1nc(-c2ccccc2)[nH]c2ccc(Br)cc12	14.4	-4.6	-1.1	-0.7	7.0	2.7	-3.4	-13.4	0.1
C(=C\c1ccc2ccccc2n1)/c1ccccc1	-11.2	0.6	2.3	-0.3	3.1	-4.3	-0.2	-6.2	-6.4
Cc1noc(/C=C/N(C)C)c1S(=O)(=O)N1CCN(c2ccccc2)CC1	-2.0	-4.6	-12.0	-7.8	4.0	-2.5	-3.1	5.6	-13.3
COc1cccc(-c2cn(C[C@H]3CC[C@@H]([C@@H]4CC[C@H](Cn5cc(-c6cccc(OC)c6)nn5)O4)O3)nn2)c1	15.2	-0.5	-3.7	-0.4	0.1	0.1	-0.4	-12.8	-35.0
C=C(C)C(=O)Nc1cccc(C2=NOC3(C2)C[C@H](C(N)=O)N(C(=O)COc2ccc(Cl)cc2)C3)c1 (stereo partly specified)	-4.2	.	1.2	1.8	1.9	.	.	.	.
Cc1cccc(Cn2c(C(C)O)nc3ccccc32)c1 (stereo unspecified)	1.9	-1.5	1.9	10.0	5.6	2.2	0.2	6.1	-6.9
CCC(=O)N1CCc2cc(S(=O)(=O)NCCC(=O)N3CCN(Cc4ccccc4)CC3)ccc21	-13.3	1.2	-9.9	6.6	4.5	1.2	-3.5	-3.8	-17.0
COc1ccc2cc(OCC(=O)NNC(=O)Nc3ccc(F)cc3)ccc2c1	-0.6	-1.4	-0.1	0.4	-7.3	-2.6	-2.1	1.0	-3.8
Cc1nnc(SCC(=O)Nc2ccc3c(c2)OCO3)n(N)c1=O	0.8	-2.6	-1.6	2.6	0.9	-2.1	-2.4	5.5	-3.5
Nc1ncc2c(n1)-c1cc(Cl)ccc1SC2	-3.8	-0.8	10.4	4.4	1.8	-2.0	-2.7	-6.7	-2.7
CCn1c(-c2cc(-c3ccc(OC(C)C)cc3)nc3ccccc23)n[nH]c1=S	30.5	-4.8	-4.7	-10.2	9.5	-3.4	-2.9	-0.2	-38.3
Cc1cccc(CN2CCSc3sccc3C2=O)c1	3.3	-1.8	-16.5	3.9	-0.8	-3.0	-2.9	-0.3	-6.3
COc1cc(/C=C\C(=O)NCc2ccc3c(c2)cc(C)n3C)cc(OC)c1OC	6.4	-0.4	-9.7	1.4	2.4	0.2	-1.8	-41.8	-24.1
CN(Cc1ccccc1)C(=O)CN1C(=O)COc2ccc(S(=O)(=O)N3CCCC3)cc21	12.0	0.5	8.1	3.5	0.4	-7.3	1.5	12.2	-33.0
CCN(CC)C(=O)CSc1nc(COc2ccccc2)nc2ccccc12	7.2	0.0	-5.6	6.6	-1.4	-1.6	-1.3	-1.6	-35.0

# The list goes on; the last 6 above are carried over.
structure	SUMO HTRF inh	VIM-2 inh	pCIP destab	IDE cell activ	IDE cell inh	PfM18AAP inh	IMP-1 inhibitor	HCV NS3 hel inh	DNA FID counter
Nc1ncc2c(n1)-c1cc(Cl)ccc1SC2	-3.8	-0.8	10.4	4.4	1.8	-2.0	-2.7	-6.7	-2.7
CCn1c(-c2cc(-c3ccc(OC(C)C)cc3)nc3ccccc23)n[nH]c1=S	30.5	-4.8	-4.7	-10.2	9.5	-3.4	-2.9	-0.2	-38.3
Cc1cccc(CN2CCSc3sccc3C2=O)c1	3.3	-1.8	-16.5	3.9	-0.8	-3.0	-2.9	-0.3	-6.3
COc1cc(/C=C\C(=O)NCc2ccc3c(c2)cc(C)n3C)cc(OC)c1OC	6.4	-0.4	-9.7	1.4	2.4	0.2	-1.8	-41.8	-24.1
CN(Cc1ccccc1)C(=O)CN1C(=O)COc2ccc(S(=O)(=O)N3CCCC3)cc21	12.0	0.5	8.1	3.5	0.4	-7.3	1.5	12.2	-33.0
CCN(CC)C(=O)CSc1nc(COc2ccccc2)nc2ccccc12	7.2	0.0	-5.6	6.6	-1.4	-1.6	-1.3	-1.6	-35.0
COc1ccc(CN2CCN(S(=O)(=O)c3ccccc3)CC2)c(OC)c1	-7.5	-3.4	-0.5	-3.1	-3.1	-3.0	-2.1	1.1	2.1
Cc1ccccc1OC(=O)n1c(=S)oc2cc(Cl)ccc21	-3.5	-2.6	2.9	-0.2	-0.5	22.8	-2.1	16.7	-4.3
O=C(CN1CCN(S(=O)(=O)c2ccccc2)CC1)Nc1cccc(C(F)(F)F)c1	7.8	-0.4	-14.7	-4.5	6.2	-2.5	-2.0	-6.1	-21.2
CCCc1cc(=O)n2[nH]c(-c3ccc(Br)cc3)cc2n1	0.9	-2.9	0.9	1.0	4.9	5.2	-3.3	1.6	-5.3
CCCCOc1cccc(OCC(=O)Nc2nc3ccccc3[nH]2)c1	9.1	-2.1	5.0	-2.1	6.0	-15.3	-1.3	-8.9	-12.2
CCOC(=O)N1CCN(Cc2nc(N)nc(Nc3ccc(C)cc3)n2)CC1	7.7	-5.8	3.2	1.1	4.4	-17.6	-1.5	3.4	-24.9
Cc1ccc(C)c(S(=O)(=O)NCC(=O)N2CCCC2)c1	15.9	1.3	3.2	1.3	-5.4	-15.1	0.6	-0.4	-7.8
O=C(CCN1C(=O)c2ccc([N+](=O)[O-])cc2C1=O)Nc1ccccc1C(=O)O	11.5	0.4	-6.2	4.0	-5.2	3.2	-1.5	7.6	-0.4
CN(C)C(=O)CSc1nnc(-c2cnccn2)n1C	15.6	-3.8	-3.4	4.5	7.2	-1.4	1.9	6.3	3.1

# Assay outcomes (PubChem)
